Assay outcomes (PubChem)
Furin inhibitor = blocks human furin protease activity | inhibition, % at 30 µM | AID 463115 | purified furin, fluorogenic substrate cleavage | 220,000 tested, 0.061% active; in the data active = inhibition above about 25%; note: inactives centre near -15
RBBP9 inhibitor = inhibitors of human serine hydrolase RBBP9; O75884; recombinant RBBP9, FP-Rh probe fluorescence polarization; inhibition, % at 7.94 µM; 220,000 tested, 0.2% active; AID 1515;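 active = inhibition above the campaign mean of all tested compounds plus 3 SD, cut at about 14% in these data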;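 note: plate controls were DMSO wells with RBBP9 for no effect and wells lacking RBBP9 protein for full effect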
Target sequence (O75884 whole entry, looked up): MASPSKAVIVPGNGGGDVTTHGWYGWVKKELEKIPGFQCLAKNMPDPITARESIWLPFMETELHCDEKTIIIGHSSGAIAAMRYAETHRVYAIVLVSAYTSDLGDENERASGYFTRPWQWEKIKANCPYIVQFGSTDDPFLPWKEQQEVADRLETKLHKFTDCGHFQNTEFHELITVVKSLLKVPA
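Material: RBBP9 protein. Amount: RBBP9 at 2.5 µM in dispensed solution, before mixing. Schedule: 30 min then 45 min, 25 °C. Medium: Tris buffer pH 8.0, NaCl, Pluronic. Measured by: fluorescence polarization. Measure: percent inhibition from mP, scaled between DMSO and no-protein wells. Replication: one well per compound.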
Runt-SMMHC FRET = blocks binding of human RUNX1 Runt domain to CBFb-SMMHC; Q01196+Q13951; Cerulean-Runt/Venus-CBFb-SMMHC FRET ratio 530/480, 1 h; inhibition, % at 20 µM; 220,000 tested, 0.74% active;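 active = mean inhibition across duplicate retests at 20 µM reaching about 50%, limit read from the data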;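 note: 0% = DMSO wells and 100% = wells with excess untagged CBFb-SMMHC; inhibitors lower the FRET ratio by blocking Runt binding to CBFb-SMMHC; some results filed as inactive read as strong as hits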
Runt-CBFb FRET = Runt domain-CBFb interaction inhibition. Q01196+Q13951. Cerulean-Runt/Venus-CBFb FRET ratio 530/480, 1 h. inhibition, % at 20 µM. 220,000 tested, 0.46% active;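 active = inhibition over about 50% at 20 µM in the single-dose screen, limit read from the data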;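 note: 0% = DMSO wells and 100% = excess unlabeled CBFb competitor control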
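test system = Cerulean-tagged RUNX1 Runt domain (FRET donor) fusion protein | reagent = Venus-CBFb binding partner, 100 nM | incubation = protein complex preformed 1 h, compound exposure 1 h, room temperature, dark | detection = FRET fluorescence | read-out basis = loss of energy transfer signal | controls = 5 µM unlabeled CBFb as full-inhibition high control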
NCF1 inh = blocks human p47phox regulatory protein of NADPH oxidases | P14598 | inhibition, % at 24.7 µM | 220,000 tested, 0.53% active | p47phox/p22phox peptide binding, fluorescence polarization, 2 h;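 active = inhibition above about 30%, limit read from the data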;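 note: 0% = p47phox with labelled peptide and 100% = labelled peptide alone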
EBV gp42 inh = EBV gp42 inhibition. Q1HVG2. Fluorescence polarization binding assay, mP read-out. inhibition, % (tested at 21.74 µM). 220,000 tested, 0.42% active; in the data active = inhibition above about 50%
p97 inhibitor = blocks human p97 ATPase activity; P55072; recombinant p97 ATPase, Kinase-Glo ATP luminescence, 3 h; inhibition, % at 8 µM; 220,000 tested, 0.42% active; in the data active = inhibition above about 15%;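 note: 0% = DMSO vehicle and 100% = wells lacking enzyme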
Target sequence (P55072 whole entry, looked up): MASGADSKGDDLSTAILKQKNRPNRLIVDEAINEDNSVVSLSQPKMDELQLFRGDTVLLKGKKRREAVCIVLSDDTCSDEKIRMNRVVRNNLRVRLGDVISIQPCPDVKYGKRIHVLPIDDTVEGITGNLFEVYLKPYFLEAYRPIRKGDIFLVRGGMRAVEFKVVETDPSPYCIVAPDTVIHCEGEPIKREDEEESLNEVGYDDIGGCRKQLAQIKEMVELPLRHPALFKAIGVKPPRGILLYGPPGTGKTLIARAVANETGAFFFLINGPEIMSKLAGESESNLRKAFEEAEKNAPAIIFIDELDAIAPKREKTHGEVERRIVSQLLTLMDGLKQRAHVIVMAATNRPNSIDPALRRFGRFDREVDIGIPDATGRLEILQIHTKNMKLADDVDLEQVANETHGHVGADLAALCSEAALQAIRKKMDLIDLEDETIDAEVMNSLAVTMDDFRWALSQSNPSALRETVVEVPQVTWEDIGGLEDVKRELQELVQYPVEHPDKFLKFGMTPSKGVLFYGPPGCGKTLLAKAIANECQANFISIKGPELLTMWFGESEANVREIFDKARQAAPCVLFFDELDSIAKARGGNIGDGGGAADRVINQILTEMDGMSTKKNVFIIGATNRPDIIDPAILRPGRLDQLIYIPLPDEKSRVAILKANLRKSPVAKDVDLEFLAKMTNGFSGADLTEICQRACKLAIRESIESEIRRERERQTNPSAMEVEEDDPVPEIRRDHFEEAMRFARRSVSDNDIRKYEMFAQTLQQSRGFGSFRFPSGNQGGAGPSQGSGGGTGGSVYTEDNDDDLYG
Calpain2 inh = inhibitors of pig calpain II; purified calpain II, fluorogenic peptide substrate, 30 min; 220,000 tested, 0.37% active; inhibition, % at 16 µM; AID 1236;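 active = inhibition above about 50%, limit read from the data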
TbHK1 inh = T. brucei hexokinase 1 inhibition | inhibition, % at 10 µM | 220,000 tested, 0.11% active | recombinant TbHK1, G6PDH-coupled NADH A340;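 active = inhibition of 50% or more in the single-dose primary screen; inactive = inhibition below 50%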
* marks the source's active call; other numbers are inactive results; · = not tested or not shown; [ ] = another dose, or the depositor's remark.

SMILES	Furin inhibitor	RBBP9 inhibitor	Runt-SMMHC FRET	Runt-CBFb FRET	NCF1 inh	EBV gp42 inh	p97 inhibitor	Calpain2 inh	TbHK1 inh
CC(=O)Nc1sc(C)c(C)c1C(=O)Nc1ccc(C)cc1	-15.4	2.2	2.9	0.7	-8.9	-13.8	-1.4	-6.2	-2.0
Cc1ccc(CNC(=O)CN(c2cccc([N+](=O)[O-])c2)S(C)(=O)=O)cc1	-5.9	-2.7	1.0	-0.3	·	-5.1	-0.7	-15.8	-5.2
CCc1cccc(CC)c1NC(=S)NCCc1c(C)[nH]c2ccc(C)cc12	0.5	-4.8	2.1	2.3	1.5	5.1	3.1	1.4	-1.7
COc1ccc(N2C(=O)CCC(C(=O)Nc3cccc(C)n3)C2c2ccc(OC)c(OC)c2)cc1 (stereo not drawn)	-11.4	-1.0	-3.5	1.4	5.6	-7.3	2.0	-21.9	0.7
COc1cccc2cc(C(=O)N(C)C3CCN(C)CC3)c(=O)oc12	-16.1	2.3	-3.9	-0.3	-2.0	-17.6	-3.3	-37.8	-7.0
CC(C)(C)OC(=O)N1CCCN(C(=O)Nc2ccc(C(F)(F)F)cc2)CC1	-24.5	-2.6	-1.5	-1.4	-5.0	-6.3	-4.8	-3.5	37.8
COc1cccc(NC(=O)CN(c2ccc3c(c2)OCO3)S(C)(=O)=O)c1	-6.8	0.2	1.3	2.0	-6.5	-11.0	5.2	1.4	-8.4
COCCCn1cn[nH]c1=S	-7.9	2.5	1.3	2.3	1.2	1.6	-4.9	0.7	7.7
CC1=C(OC(=O)c2ccc(Br)cc2)C(C)(C)C(c2ccccc2)OC1=O (stereo not drawn)	-10.3[20 µM]	0.4	-5.2	0.5	-0.4	-25.0	-3.6	16.0	2.8
COc1ccccc1CNC(=O)N/C=C/c1ccc(Cl)cc1	-35.1	-5.3	2.7	2.5	-10.3	-22.7	7.9	-9.8	1.1
O=C(c1ccc2nc[nH]c2c1)N1CCc2ccccc2C1	-23.6	7.3	0.2	1.1	-7.8	-15.4	6.3	-5.9	-1.0
N#Cc1c(N)c(C(=O)c2ccc(Br)cc2)n2c1CCC2	-10.6	3.5	-1.6	-0.9	-6.2	-8.8	2.2	-1.3	-6.9
COc1cccc(C2C(=O)N(C3CCCCC3)CC(=O)N2Cc2ccc(F)cc2)c1 (stereo not drawn)	-20.4[20 µM]	-7.3	0.9	0.6	-6.9	-24.6	-0.6	15.9	-7.1
CCCCN(C)S(=O)(=O)c1cc(Br)cc2c1N(C(=O)C1CC1)CC2	-22.8	-2.6	2.2	-3.1	-6.3	-13.8	-3.6	13.2	-1.6
COc1ccccc1CC(Cc1nc2ccccc2[nH]1)c1nc2ccccc2[nH]1 (stereo not drawn)	-16.6	0.5	0.0	0.3	-15.4	-21.3	5.4	-4.2	6.3
COc1cccc(N=CC2=C(O)CC(C)(C)CC2=O)c1	10.5	10.3	-1.8	-4.2	-0.4	4.1	2.0	8.5	-28.8
Cc1cc(/C=C2\SC(=S)NC2=O)c(C)[nH]1	-2.6	-9.9	-34.4	21.5	-37.5	-59.5	15.3*	-6.5	-7.6
CCOC(=O)c1sc(NC(=O)C(CC)Sc2nnc3c4ccccc4n(CC)c3n2)nc1C (stereo not drawn)	6.0	-10.3	-5.3	-3.8	-22.8	-12.8	3.5	-35.5	-20.8
O=C(NCc1cccnc1)C1CCCN(Cc2cnn(-c3ccccc3)c2-n2cccc2)C1 (stereo not drawn)	-12.6[20 µM]	0.0	1.4	0.3	-4.3	-1.2	1.7	-22.6	-6.3
COC1(OC)N=C(N)C2(C#N)C(c3ccc4c(c3)OCO4)C12C#N (stereo not drawn)	-22.2	2.8	10.7	1.1	-24.3	-12.2	0.7	-15.5	2.9
Brc1ccc(-c2nc(-c3ccncc3)no2)o1	-18.6[20 µM]	-5.9	-0.3	-0.5	-6.6	2.1	0.3	-33.5	2.1
O=C(NCc1ccco1)C1CCCN(S(=O)(=O)c2ccc(Cl)cc2)C1 (stereo not drawn)	-2.4[20 µM]	-2.4	0.7	-0.5	0.2	-19.0	3.4	10.5	3.2
CCN(CC)C(=O)C(C(=O)c1cccc([N+](=O)[O-])c1)n1cc(Cl)ccc1=O (stereo not drawn)	-10.2	-10.9	3.9	-1.0	3.1	17.4	-0.8	4.8	-8.1
Cc1cc(C)n(-c2nc(-n3nc(C)cc3C)c3c4c(sc3n2)COC(C)(C)C4)n1	-16.4	0.2	4.2	-3.7	-4.7	-6.7	0.4	-7.0	-8.8
c1ccc(-c2nc3ccccc3nc2-c2ccccn2)nc1	-16.9[20 µM]	2.8	-3.5	-0.6	-6.0	-9.7	-4.9	-5.1	-28.2

(more compounds)
SMILES	Furin inhibitor	RBBP9 inhibitor	Runt-SMMHC FRET	Runt-CBFb FRET	NCF1 inh	EBV gp42 inh	p97 inhibitor	Calpain2 inh	TbHK1 inh
COc1ccc(C2C3=C(CC(c4ccco4)CC3=O)Nc3ccccc3N2C(C)=O)cc1 (stereo not drawn)	-10.9	-8.3	-0.6	2.1	-7.4	-5.8	0.9	-42.5	-34.9
O=C1CCN(Cc2ccccc2)S(=O)(=O)c2ccccc21	-29.1	·	2.2	-0.4	0.3	-11.8	·	-5.3	-12.9
CC1CCc2onc(C(=O)O)c2C1 (stereo not drawn)	-25.3	-3.9	-2.7	-1.2	7.2	3.9	4.8	-2.8	-6.6
CCOc1ccc2nc(/N=C/c3c(C)[nH]n(-c4ccccc4)c3=O)sc2c1	-17.1	-11.0	-6.0	-1.3	-5.6	-8.5	5.4	-117.4	23.7
O=C(OCC#CCSc1nnc(-c2ccc(Br)cc2)o1)c1ccco1	-24.1	-9.3	-2.3	-1.2	3.0	5.1	2.4	12.0	3.6
CC(C)n1nnnc1SCC(=O)N1CCOCC1	-17.2	-5.9	0.7	1.0	-16.4	-6.0	2.2	-42.5	3.8
O=C(O)C1=C(C(=O)Nc2ccc(F)c(Cl)c2)CCCC1	-29.0	-2.6	-4.8	7.9	-6.8	-21.4	2.3	10.2	-4.4
CSc1nsc2nc(=O)c(/C=C3\C(C)=Nc4ccc(C)cc43)c(N)n12	-6.5	-13.1	23.2	7.7	-92.1	5.0	9.4	-35.7	0.1
CN(Cc1nc(-c2cnccn2)no1)Cc1n[nH]c2c1CCCC2	-6.6	-3.3	-2.2	1.3	-3.9	2.6	-7.0	45.7	4.8
CC(C)(C)NC(=O)CSc1nsc(SCC(=O)NC(C)(C)C)c1C#N	-15.5	-1.2	1.8	-3.5	-4.8	-10.0	2.0	-2.4	9.4
COc1ccc(C2(CNC(=O)c3ccco3)CCOCC2)cc1	-6.5[20 µM]	-3.6	7.9	0.5	-0.2	-7.7	-3.2	-5.1	0.3
Cc1ccc(-n2cc(C(=O)c3ccc(N4CCN(C)CC4)cc3)nn2)cc1Cl	-6.5	0.0	0.3	1.1	-5.3	-14.3	3.2	-28.1	-16.3
Cc1cc(C)cc(N/C(N)=N/c2nc(C)cc(C)n2)c1	-32.3	1.1	-5.2	-1.8	-16.2	0.5	2.2	-2.9	5.0
CCCCC(=O)Nc1cc(NC(=O)CC)ccc1Cl	-1.4[20 µM]	-8.7	5.7	3.1	2.6	-9.8	-3.2	-21.5	1.2
COc1ccc2cc(-c3[nH]ncc3CN3CCCC3c3nonc3C)ccc2c1 (stereo not drawn)	-20.3	-2.3	0.0	-1.6	-22.6	-10.1	3.5	-56.7	-4.0
CCN(CC)C(=O)CSc1nnc(-c2cnccn2)n1-c1ccc(C)cc1	-16.7	-4.6	47.9	-4.2	4.0	17.9	2.2	20.5	18.6
COc1ccc(CC(=O)Nc2cccc(-c3csc(C)n3)c2)cc1	-17.8[20 µM]	-5.1	1.5	-0.9	-11.4	5.0	-2.9	27.1	-5.6
COC(=O)c1ccc(C(=O)OC)c(NC(=S)N2CC(C)CC(C)C2)c1 (stereo not drawn)	-23.8	2.9	29.2	13.5	-13.9	-13.1	1.0	-29.8	-5.8
CSCCC(C(=O)NCc1cccs1)N1C(=O)c2ccccc2C1=O (stereo not drawn)	-19.5[20 µM]	5.7	-1.3	2.2	7.2	8.7	1.4	21.5	-5.9
CCc1nnc(NC(=O)COc2ccccc2[N+](=O)[O-])s1	-12.0	-1.7	2.2	0.6	-6.5	-17.7	1.4	-6.8	-9.7
O=C(CN1CCCC1)Nc1c(C(=O)C2CC2)oc2ccccc12	-12.9	7.1	0.8	0.3	-2.9	1.7	-4.5	-13.7	-20.2
O=C(CSC1=NC2(CCCCC2)N=C1c1ccccc1)Nc1ccc2c(c1)OCCO2	-15.8	-4.6	0.2	-3.8	-3.5	2.7	-9.3	20.1	2.4
O=C1NC(=S)N/C1=C\c1cccc([N+](=O)[O-])c1	-17.4[20 µM]	-4.0	-3.4	1.3	-14.5	-11.4	-3.1	-20.6	-15.9
OC(COc1ccccc1CNCc1cccnc1)CN1CCc2ccccc2C1 (stereo not drawn)	-20.2	0.3	-4.6	-0.1	2.3	-14.5	-2.6	-11.7	-3.6
COCCNC(=O)C(c1ccc(C)o1)N(C(=O)C(=O)NC1CCCCC1)c1ccc(F)cc1 (stereo not drawn)	-16.7	-5.8	·	·	9.8	-8.2	-2.2	-6.6	-8.5

Ordered by molecular weight (largest number first): part of the list above.
SMILES	Furin inhibitor	RBBP9 inhibitor	Runt-SMMHC FRET	Runt-CBFb FRET	NCF1 inh	EBV gp42 inh	p97 inhibitor	Calpain2 inh	TbHK1 inh
CSCCC(C(=O)NCc1cccs1)N1C(=O)c2ccccc2C1=O (stereo not drawn)	-19.5[20 µM]	5.7	-1.3	2.2	7.2	8.7	1.4	21.5	-5.9
COC(=O)c1ccc(C(=O)OC)c(NC(=S)N2CC(C)CC(C)C2)c1 (stereo not drawn)	-23.8	2.9	29.2	13.5	-13.9	-13.1	1.0	-29.8	-5.8
O=C(CN1CCCC1)Nc1c(C(=O)C2CC2)oc2ccccc12	-12.9	7.1	0.8	0.3	-2.9	1.7	-4.5	-13.7	-20.2
CC1CCc2onc(C(=O)O)c2C1 (stereo not drawn)	-25.3	-3.9	-2.7	-1.2	7.2	3.9	4.8	-2.8	-6.6

With a hit mark in p97 inhibitor (from the list above):
SMILES	Furin inhibitor	RBBP9 inhibitor	Runt-SMMHC FRET	Runt-CBFb FRET	NCF1 inh	EBV gp42 inh	p97 inhibitor	Calpain2 inh	TbHK1 inh
Cc1cc(/C=C2\SC(=S)NC2=O)c(C)[nH]1	-2.6	-9.9	-34.4	21.5	-37.5	-59.5	15.3*	-6.5	-7.6

(next part)
SMILES	Furin inhibitor	RBBP9 inhibitor	Runt-SMMHC FRET	Runt-CBFb FRET	NCF1 inh	EBV gp42 inh	p97 inhibitor	Calpain2 inh	TbHK1 inh
Cc1ccc(NC(=O)NC(=O)CSc2nnc(-c3ccc(OC(F)F)cc3)n2N)c(C)c1	-12.9	-4.7	-0.3	-2.9	-3.7	-19.1	4.0	-10.4	2.4
CC(C)c1ccc(NC(=S)NNc2ccc(Cl)c(C(=O)O)c2)cc1	-28.5	-0.8	2.2	17.1	-10.4	-16.7	5.8	-0.4	-4.5
CCOc1ccc(C(=O)N2CCCN(C(=O)c3ccc(OCC)cc3)CC2)cc1	-24.2	-1.1	-3.5	-1.5	-9.5	-9.3	-0.3	20.7	-10.5
Cc1cccc(N2CCN(C(=O)CCc3nc4ccccc4[nH]3)CC2C)c1 (stereo not drawn)	-37.2	1.7	2.0	2.5	-16.5	-4.8	5.0	-7.1	1.3
COC(=O)N/N=C(\C)c1cccs1	-21.9	-7.9	-0.2	1.0	-7.1	-12.8	0.8	-20.2	-12.3
CCn1c(SCC(=O)Nc2sc3c(c2C#N)CCCC3)nnc1-c1ccncc1	-7.8[20 µM]	4.7	-10.8	-8.6	-4.8	-5.9	4.0	-3.1	-9.0
O=C(CN1CCOCC1)N/N=C/C=C/c1ccccc1	-3.6	1.3	0.4	-1.1	-0.1	-12.3	-3.4	31.8	-15.3
